IDH1 mut inh: inhibitors of human IDH1 R132H; IDH1 R132H reductase, diaphorase/resazurin fluorescence, 60 min; 70,000 tested, 0.18% active; O75874; AID 624101; inhibition, % at 10 µM; in the data active means inhibition above about 34%;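 further: 0% = DMSO and 100% = no enzyme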
Target sequence (O75874 whole entry R132H): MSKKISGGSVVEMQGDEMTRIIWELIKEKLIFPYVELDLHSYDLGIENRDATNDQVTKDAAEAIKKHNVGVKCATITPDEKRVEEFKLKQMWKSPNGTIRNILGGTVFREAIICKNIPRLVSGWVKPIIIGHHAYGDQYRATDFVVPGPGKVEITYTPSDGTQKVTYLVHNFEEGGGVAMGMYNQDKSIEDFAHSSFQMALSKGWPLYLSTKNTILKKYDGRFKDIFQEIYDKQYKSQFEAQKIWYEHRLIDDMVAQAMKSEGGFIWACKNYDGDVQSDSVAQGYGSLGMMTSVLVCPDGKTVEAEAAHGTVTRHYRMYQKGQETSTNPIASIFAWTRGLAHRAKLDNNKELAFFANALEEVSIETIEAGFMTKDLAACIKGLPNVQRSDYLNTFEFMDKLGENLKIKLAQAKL
EZH2 inh: EZH2 (human) methyltransferase inhibition; Q15910; PRC2 H3K27 methylation, DELFIA TRF, 1 h; inhibition, % at 12.5 µM; 57,000 tested, 0.35% active; AID 651548;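 active means mean inhibition of replicates at least 50% and every single replicate also reaching 50%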;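 further: dimethyl H3K27 on biotinylated H3 21-44 peptide detected by antibody; plate controls were median neutral control wells for no effect and median positive control wells for full effect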
* = called active by the depositor; . = not tested or not shown; & = joins results of further samples. A portion of the library. The share of hits here may be higher or lower than overall.

compound,IDH1 mut inh,EZH2 inh
COc1ccc(S(=O)(=O)Nc2ccc3c(c2)C(=O)N([C@H](C)CO)C[C@H](C)[C@@H](CN(C)CC2CCCCC2)OCCCC[C@H](C)O3)cc1,-0.6,.
C[C@H](CO)N1C[C@H](C)[C@H](CN(C)C(=O)CN(C)C)Oc2cc(C#CCN(C)C)ccc2S1(=O)=O,1.8,3
CNC[C@@H]1Oc2ccc(NC(=O)CCCN(C)C)cc2C(=O)N([C@@H](C)CO)C[C@H]1C,2.8,-4
COc1ccc(S(=O)(=O)Nc2ccc3c(c2)C(=O)N([C@H](C)CO)C[C@H](C)[C@H](CN(C)C(=O)Nc2ccccc2)OCCCC[C@H](C)O3)cc1,-2.2,.
C=C1C(=O)C23CC(O)C4C(C)(C(=O)OC5OC(CO)C(O)C(O)C5O)CCCC4(C)C2=CCC1(O)C3 (stereo not given),15,.
C[C@@H]1CCCCO[C@H](CN(C)S(=O)(=O)c2ccc(F)cc2)[C@H](C)CN([C@H](C)CO)C(=O)c2cc(NC(=O)C3CCCCC3)ccc2O1,-1.6,.
CCOc1ccc(Nc2nc(CSc3nc4ccccc4c(=O)n3-c3ccccc3)cs2)cc1,1.4,-2
O=C(N[C@@H]1C=C[C@@H](CC(=O)N2CCC(Cc3ccccc3)CC2)O[C@H]1CO)c1cnccn1,-0.2,9
CO[C@@H]1CN(C)C(=O)c2cc(NC(=O)c3cccc(Oc4ccccc4)c3)ccc2OC[C@@H](C)NC[C@H]1C,-0.2,-21
C[C@H](CO)N1C[C@H](C)[C@H](CN(C)Cc2ccccc2)Oc2ccc(NC(=O)CCCN(C)C)cc2C1=O,4.7,-11
COc1ccccc1NC(=O)Cn1nnc2sc3c(c2c1=O)CCC(C)C3 (stereo not given),0.4,7
COC(=O)C[C@H]1CC[C@@H](NS(=O)(=O)c2ccc(OC)cc2)[C@@H](CO)O1,0.1,-4
CCC(=O)Nc1ccc2c(c1)C(=O)N(C)C[C@@H](OC)[C@@H](C)CN(Cc1cccnc1)[C@H](C)CO2,0.1,2
COc1ccc(C(=O)CC2(O)C(=O)Nc3ccc(Cl)cc32)cc1OC (stereo not given),0.1,-6
Cc1noc(C)c1S(=O)(=O)Nc1ccc2c(c1)C(=O)N([C@H](C)CO)C[C@@H](C)[C@H](CN(C)C(=O)Nc1ccccc1)OCCCC[C@@H](C)O2,2.3,.
C[C@@H]1CCCCO[C@H](CN(C)Cc2ccccc2)[C@@H](C)CN([C@@H](C)CO)C(=O)c2cc(NC(=O)c3ccccc3)ccc2O1,1.1,.
Cc1noc(C)c1NC(=O)N[C@H]1CC[C@@H](CCNC(=O)C2CC2)O[C@H]1CO,0.1,-4
C[C@H](CO)N1C[C@H](C)[C@@H](CN(C)CC2CCCCC2)Oc2c(NC(=O)C3CC3)cccc2C1=O,0.1,.
CN(C)CCCNC(=O)C[C@@H]1CC[C@H](NS(=O)(=O)c2ccc(F)cc2)[C@@H](CO)O1,-0.2,-7
O=C(C[C@@H]1C[C@@H]2c3cc(NC(=O)NC4CCCCC4)ccc3O[C@@H]2[C@H](CO)O1)NCc1ccncc1,-0.1,5

Seven structures out of the list, sorted by length of the SMILES, rising.
compound,IDH1 mut inh,EZH2 inh
COc1ccc(C(=O)CC2(O)C(=O)Nc3ccc(Cl)cc32)cc1OC (stereo not given),0.1,-6
Cc1noc(C)c1NC(=O)N[C@H]1CC[C@@H](CCNC(=O)C2CC2)O[C@H]1CO,0.1,-4
COC(=O)C[C@H]1CC[C@@H](NS(=O)(=O)c2ccc(OC)cc2)[C@@H](CO)O1,0.1,-4
C[C@H](CO)N1C[C@H](C)[C@@H](CN(C)CC2CCCCC2)Oc2c(NC(=O)C3CC3)cccc2C1=O,0.1,.
CCC(=O)Nc1ccc2c(c1)C(=O)N(C)C[C@@H](OC)[C@@H](C)CN(Cc1cccnc1)[C@H](C)CO2,0.1,2
O=C(C[C@@H]1C[C@@H]2c3cc(NC(=O)NC4CCCCC4)ccc3O[C@@H]2[C@H](CO)O1)NCc1ccncc1,-0.1,5
C[C@@H]1CCCCO[C@H](CN(C)Cc2ccccc2)[C@@H](C)CN([C@@H](C)CO)C(=O)c2cc(NC(=O)c3ccccc3)ccc2O1,1.1,.

More structures.
compound,IDH1 mut inh,EZH2 inh
COC(=O)CCCCCCC(=O)N/N=C/CC1=C(C)CCCC1(C)C,-0.1,23
C[C@H](CO)N1C[C@H](C)[C@@H](CN(C)S(=O)(=O)c2ccc(F)cc2)Oc2ccc(NC(=O)Nc3ccc(F)cc3)cc2CC1=O,0.1,.
COc1ccc(NC(=O)Nc2cccc3c2O[C@@H](CN(C)Cc2ccc4c(c2)OCO4)[C@H](C)CN([C@H](C)CO)C3=O)cc1,0.0,-13
C[C@@H]1CCCCO[C@H](CN(C)C(=O)C2CCCCC2)[C@@H](C)CN([C@@H](C)CO)C(=O)c2cc(N(C)C)ccc2O1,-1.5,-15
CC(=O)N(C)C[C@@H]1Oc2ncc(-c3ccc(F)cc3)cc2C(=O)N([C@@H](C)CO)C[C@@H]1C,1.7,10
C/C=C/c1cnc2c(c1)C(=O)N([C@H](C)CO)C[C@@H](C)[C@H](CN(C)C(=O)C1CC1)O2,-2.6,0
Cc1ccc(S(=O)(=O)N[C@@H]2CC[C@H](CCn3cc(C4(O)CCCC4)nn3)O[C@@H]2CO)cc1,0.4,7
CCCNC(=O)N(C)C[C@@H]1Oc2cc(-c3ccccc3F)ccc2S(=O)(=O)N([C@@H](C)CO)C[C@@H]1C,0.8,3
COC(=O)c1cc(OC)cc(O)c1C(=O)c1c(O)cc(C)cc1O,2.7,.
COc1cccc(S(=O)(=O)N[C@H]2C=C[C@@H](CC(=O)NC3CCC3)O[C@@H]2CO)c1,-0.1,10
Cc1cc([N+](=O)[O-])nn1CC(=O)Nc1cc(Cl)cc(Cl)c1,0.2,0
Cc1noc(C)c1NC(=O)Nc1ccc2c(c1)CC(=O)N([C@H](C)CO)C[C@@H](C)[C@H](CN(C)C(=O)Nc1c(C)noc1C)O2,0.2,.
C[C@@H]1CCCCO[C@@H](CN(C)C(=O)NC2CCCCC2)[C@@H](C)CN([C@H](C)CO)C(=O)c2cc(NC(=O)c3ccncc3)ccc2O1,3.9,.
C[C@H]1CN([C@@H](C)CO)C(=O)c2cc(-c3cccc(C(=O)N(C)C)c3)cnc2O[C@@H]1CN(C)S(=O)(=O)c1cccc(F)c1,2.1,8
C[C@H](CO)N1C[C@H](C)[C@@H](CN(C)Cc2ccccc2)Oc2ccc(NC(=O)Nc3ccccc3)cc2CC1=O,-0.9,-15
Cc1ccc(S(=O)(=O)Nc2ccc3c(c2)C(=O)N([C@H](C)CO)C[C@H](C)[C@H](CN(C)Cc2ccncc2)O3)cc1,3.3,2
CCCNC(=O)N[C@@H]1CC[C@H](CCn2cc(C3CCCCC3)nn2)O[C@H]1CO,0.6,-10
C[C@@H]1CN([C@H](C)CO)C(=O)Cc2cc(NC(=O)Nc3ccccc3)ccc2O[C@H]1CN(C)C,2.3,4
O=C(N[C@@H]1CC[C@@H](CCNS(=O)(=O)c2ccc(Cl)cc2)O[C@H]1CO)c1ccccn1,0.2,-4
C[C@@H]1CN([C@@H](C)CO)C(=O)Cc2cc(NS(=O)(=O)c3cccs3)ccc2O[C@H]1CN(C)C(=O)NC1CCCCC1,0.1,.
C=CCN1C(=O)[C@]2(CCS(=O)(=O)c3ccccc3)N=C(c3ccc(OCCCO)cc3)O[C@@H]2c2ccccc21,.,5&-3
CC(C)NC(=O)Nc1ccc2c(c1)C(=O)N([C@H](C)CO)C[C@H](C)[C@@H](CN(C)C(=O)Nc1ccccc1)OCCCC[C@@H](C)O2,-0.1,-26
Cc1c(C(=O)C2C(=O)C(=O)N(CCN3CCOCC3)C2c2ccccn2)cnn1-c1ccccc1 (stereo not given),-0.1,-1
C[C@@H]1CN([C@H](C)CO)C(=O)c2cc(-c3cccnc3)cnc2O[C@@H]1CN(C)Cc1ccc(-c2ccccc2)cc1,.,-11
COc1ccc(CN(C)C[C@H]2Oc3ccc(NC(=O)c4ccncc4)cc3C(=O)N([C@H](C)CO)C[C@@H]2C)cc1,2.4,.
C[C@H]1CN([C@@H](C)CO)C(=O)c2cc(C#CC3(O)CCCC3)cnc2O[C@H]1CN(C)S(=O)(=O)c1cccc(F)c1,.,12
C[C@@H]1CN([C@H](C)CO)C(=O)c2c(c3ccccc3n2C)-c2ccccc2CO[C@H]1CN(C)CC1CC1,-1.3,-30
C[C@@H]1CN([C@H](C)CO)C(=O)c2cc(C#CCN(C)C)cnc2O[C@@H]1CN(C)C(=O)c1ccc(F)cc1,0.8,-2
O=C(CCCCC(=O)N/N=C/c1cccc(O)c1)NO,.,27
Cc1cc(C)c(NC(=O)CN(c2cccc3ccccc23)S(C)(=O)=O)c(C)c1,0.6,-11

(more compounds)
Structure | IDH1 mut inh | EZH2 inh
C[C@H]1CCCCO[C@@H](CN(C)C(=O)Cc2ccccc2)[C@@H](C)CN([C@@H](C)CO)C(=O)c2cc(NC(=O)Cc3ccccc3)ccc2O1 | -0.5 | .
CCc1nc2ccccc2n1CCC(=O)O | 1.5 | 1
Cc1c(N2C(=O)CSC2c2ccccc2)c(=O)n(-c2ccccc2)n1C (stereo not given) | . | -4
COc1ccccc1S(=O)(=O)N(C)C[C@@H]1Oc2cc(C#CCC3CCCC3)ccc2S(=O)(=O)N([C@@H](C)CO)C[C@H]1C | 0.4 | 1
C[C@@H]1CN([C@@H](C)CO)C(=O)c2cc(-c3cccnc3)cnc2O[C@@H]1CN(C)C(=O)Nc1ccccc1 | -5.6 | 2
C[C@@H]1CN([C@H](C)CO)C(=O)c2cccc(NC(=O)c3nc4ccccc4s3)c2O[C@@H]1CN(C)S(C)(=O)=O | -1.0 | .
CO[C@H]1CN(C)C(=O)c2ccc(NC(=O)c3cnccn3)cc2OC[C@H](C)N(CCc2ccccc2)C[C@@H]1C | 0.0 | -1
CO[C@H]1CN(C)C(=O)c2ccc(NC(=O)NC(C)C)cc2OC[C@@H](C)N(Cc2ccc(-c3ccccn3)cc2)C[C@@H]1C | 0.0 | -2
CO[C@H]1CN(C)C(=O)c2cc(NC(=O)NC3CCCCC3)ccc2OC[C@@H](C)N(CCc2ccccc2)C[C@H]1C | 0.5 | -6
C[C@@H]1CN([C@@H](C)CO)C(=O)c2cc(NC(=O)CCC(F)(F)F)ccc2O[C@@H](C)CCCCO[C@@H]1CN(C)C(=O)c1ccncc1 | 0.6 | .
O=C1c2ccccc2C(=O)N1[C@@H]1CCCN(Cc2ccc(OCCO)cc2)C1 | . | -2
C[C@H](CO)N1C[C@H](C)[C@@H](CN(C)C(=O)CN(C)C)Oc2ncc(-c3ccc(C(=O)N(C)C)cc3)cc2C1=O | -0.4 | .
COc1cccc(S(=O)(=O)N[C@H]2C=C[C@H](CC(=O)NC3Cc4ccccc4C3)O[C@H]2CO)c1 | 0.0 | -4
C[C@@H](NC(=O)C[C@H]1C=C[C@H](NC(=O)C2CC2)[C@H](CO)O1)c1ccccc1 | 0.0 | -15
Cc1cc(C(=O)Nc2cccc3c2O[C@@H](CN(C)CC2CCCCC2)[C@@H](C)CN([C@@H](C)CO)C3=O)n(C)n1 | . | 7
O=C(O)CN(CC(=O)O)S(=O)(=O)c1ccc(Cl)cc1 | -0.2 | -16
CO[C@@H]1CN(C)C(=O)c2cc(NC(=O)C3CCC3)ccc2OC[C@@H](C)N(S(=O)(=O)c2ccc(Cl)cc2)C[C@H]1C | 0.6 | -14
CO[C@@H]1CN(C)C(=O)c2ccc(NS(=O)(=O)c3ccc(-c4ccccc4)cc3)cc2OC[C@H](C)NC[C@@H]1C | 0.0 | -15
Cc1ccc(S(=O)(=O)N(C)C[C@H]2Oc3ccc(N(C)C)cc3C(=O)N([C@H](C)CO)C[C@H]2C)cc1 | 0.2 | .
Cc1noc(C)c1NC(=O)Nc1ccc2c(c1)C(=O)N([C@@H](C)CO)C[C@H](C)[C@H](CN(C)C(=O)Nc1ccc3c(c1)OCO3)O2 | 0.7 | .
Cc1noc(C)c1NC(=O)Nc1ccc2c(c1)CC(=O)N([C@@H](C)CO)C[C@H](C)[C@@H](CN(C)S(=O)(=O)c1ccc(Cl)cc1)O2 | -0.3 | .
COCC(=O)N1C[C@@H](C)[C@H](OC)CN(C)C(=O)c2cc(NC(=O)NC(C)C)ccc2OC[C@@H]1C | -0.1 | 12
CCCN(C)C[C@H]1Oc2ncc(C#Cc3ccc(F)cc3)cc2C(=O)N([C@@H](C)CO)C[C@H]1C | -0.6 | -35
CC(C)NC(=O)Nc1ccc2c(c1)C(=O)N([C@@H](C)CO)C[C@@H](C)[C@H](CN(C)C(=O)Nc1ccccc1)O2 | 2.1 | 1
O=C(N[C@@H]1CC[C@H](CCNS(=O)(=O)c2ccccc2Cl)O[C@H]1CO)c1ccc(F)cc1 | -0.1 | -2
CN1CCN(C(=O)C[C@H]2C[C@H]3c4cc(NC(=O)NC5CCCCC5)ccc4O[C@H]3[C@@H](CO)O2)CC1 | 0.1 | 14
O=C(O)c1cccc(/C=N/NC(=O)c2ccccc2O)c1 | . | 27
C[C@@H]1CN([C@@H](C)CO)C(=O)c2cc(C3=CCCC3)cnc2O[C@H]1CN(C)C(=O)NC1CCCC1 | . | 2
CNC[C@H]1Oc2ccc(NC(=O)Nc3ccc(OC)cc3)cc2C(=O)N([C@@H](C)CO)C[C@@H]1C | 1.0 | 22
C[C@H]1CN([C@@H](C)CO)C(=O)Cc2cc(N(C)C)ccc2O[C@@H]1CN(C)S(=O)(=O)c1cn(C)cn1 | -3.3 | 4
O=C(C[C@@H]1CC[C@@H](NS(=O)(=O)c2ccccc2)[C@@H](CO)O1)N1CCc2ccccc2C1 | -0.1 | -2
COCC#Cc1ccc2c(c1)O[C@H](CN(C)C(=O)CN(C)C)[C@@H](C)CN([C@H](C)CO)S2(=O)=O | -0.2 | -3
C[C@H](CO)N1C[C@H](C)[C@@H](CN(C)S(=O)(=O)c2ccc(F)cc2)Oc2ncc(C#CC3CCCCC3)cc2C1=O | 0.2 | .

Compound activity as filed in PubChem BioAssay.
